E coli Lon inh = inhibitors of E. coli Lon protease. 0.42% of 360,000 active. AID 602123. P0A9M0. inhibition, % at 7.94 µM. purified E. coli Lon protease, fluorescence polarization; in the data active means inhibition above about 13%, passing the limit was not always enough;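 further: 0% = enzyme with probe and DMSO and 100% = no enzyme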
FAS-TE inh = blocks the thioesterase domain of human fatty acid synthase | 0.67% of 360,000 active | P49327 | recombinant FAS-TE, OMFH fluorogenic substrate, fluorescence endpoint | inhibition, % at 15 µM | AID 602261;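 active means compounds whose normalised, plate-corrected inhibition of enzyme fluorescence in the single-dose primary screen is 50% or more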;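 further: 0% = DMSO with enzyme and 100% = substrate without enzyme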
SKN-1 inh = C. elegans SKN-1 inhibition; 0.49% of 360,000 active; inhibition, % at 21.8 µM; C. elegans VP596 Pgst-4::GFP/RFP ratio, acrylamide-induced, 24 h;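 active means interference check ratio from 0.5 to 1.5 plus GFP to RFP signal ratio inhibition reaching or exceeding a fixed threshold, cut at about 30% in these data, passing the limit was not always enough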; further: some compounds called inactive have numbers as strong as hits
bovine MsrA act = activates bovine MsrA enzyme; purified bovine MsrA, absorbance read-out; activation, % at 10.6 µM; 0.3% of 360,000 active; in the data active means activation above about 7.5%;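 further: 0% = vehicle and 100% = reference activator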
Rin1 Abl inh = inhibitors of human Rin1-Abl protein interaction; 0.4% of 360,000 active; TR-FRET Rin1/Abl binding, biochemical; inhibition, % at 7.35 µM; AID 588664; P00519+Q13671; in the data active means inhibition above about 5%, passing the limit was not always enough
MT1-MMP act inh = blocks activation of human MT1-MMP; P50281; HT1080 RFP-PRO-GFP cells, GFP/RFP ratio fluorescence, overnight; percent of plate control window, DMSO zero; GFP/RFP ratio change, % at 20 µM; 0.061% of 360,000 active;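 active means GFP/RFP ratio change of at least 30% with cell ATP level not reduced by more than half and red fluorescence within 50% of control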; further: strong numbers were not always called active
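Assay system: RFP-PRO-GFP reporter HT1080 cells; read-out basis: GFP/RFP fluorescence ratio; benchmarks: DMSO wells and RFP-L50D-GFP cells; doses: 20 µM single dose, 1% DMSO; schedule: overnight cell settling, then overnight compound exposure, 37 °C, 5% CO2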
Neddylation inh = cullin neddylation inhibition; TR-FRET cullin neddylation, biochemical; calls only at 25 µM; 0.58% of 360,000 active; in the data active means inhibition above about 36%
Target sequence (P61081 whole entry, looked up): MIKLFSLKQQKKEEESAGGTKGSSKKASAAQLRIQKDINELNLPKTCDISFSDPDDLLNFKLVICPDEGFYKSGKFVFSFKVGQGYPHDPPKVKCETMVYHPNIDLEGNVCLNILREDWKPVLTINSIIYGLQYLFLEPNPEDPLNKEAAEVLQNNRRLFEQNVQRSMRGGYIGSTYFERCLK
Target sequence (Q13564 whole entry, looked up): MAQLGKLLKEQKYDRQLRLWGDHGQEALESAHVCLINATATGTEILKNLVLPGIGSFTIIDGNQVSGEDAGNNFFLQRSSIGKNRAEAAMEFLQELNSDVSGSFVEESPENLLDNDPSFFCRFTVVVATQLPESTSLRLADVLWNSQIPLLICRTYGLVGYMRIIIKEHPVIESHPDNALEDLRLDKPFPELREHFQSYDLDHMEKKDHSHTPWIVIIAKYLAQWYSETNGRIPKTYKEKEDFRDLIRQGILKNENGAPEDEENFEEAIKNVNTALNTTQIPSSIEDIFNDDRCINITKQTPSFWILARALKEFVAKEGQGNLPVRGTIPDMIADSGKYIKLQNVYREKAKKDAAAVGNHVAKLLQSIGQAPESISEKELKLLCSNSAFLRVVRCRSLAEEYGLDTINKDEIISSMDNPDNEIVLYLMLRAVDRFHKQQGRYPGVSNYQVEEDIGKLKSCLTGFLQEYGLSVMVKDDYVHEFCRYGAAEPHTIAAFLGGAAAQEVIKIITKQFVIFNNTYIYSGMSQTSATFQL
NRP1-CendR mod = modulators of CendR peptide binding to human neuropilin-1; O14786; FAM-RPARPAR peptide binding to NRP-1, fluorescence polarization; inhibition, % at 25 µM; 0.85% of 360,000 active;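 active means inhibition or corrected inhibition above about 18%, plus a signal ratio from 0.5 to 1.5, limit read from the data, passing the limit was not always enough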; further: strong numbers were not always called active
MsrA inh = inhibitors of bovine MsrA; purified bovine MsrA, absorbance read-out; inhibition, % at 15.5 µM; 0.75% of 360,000 active; AID 651718; in the data active means inhibition above about 4.5%;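 further: 0% = vehicle wells with enzyme and 100% = reference inhibitor wells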
The depositor's hits bear a star; i = inactive; . = no result given.

Values run as follows: E coli Lon inh	FAS-TE inh	SKN-1 inh	bovine MsrA act	Rin1 Abl inh	MT1-MMP act inh	Neddylation inh	NRP1-CendR mod	MsrA inh
- Cc1nc2ccccc2c(=O)n1-c1cccc(NC(=O)c2cccs2)c1
 : -9.8	2.9	-13.0	0.9	-0.5	1.5	i	12.4	-0.7
- COc1cccc(/C=C(\C#N)C(=O)NC2CCS(=O)(=O)C2)c1 (configuration not stated)
 : 14.1	-7.9	4.9	0.6	0.1	-1.8	i	5.7	0.6
- COc1ccc(CNC(=O)c2ccccc2NC(=O)C2=CSCCO2)c(OC)c1
 : -4.0	10.6	19.8	-0.6	-1.6	0.4	i	2.6	0.4
- CN(NS(C)(=O)=O)c1ncc(C(F)(F)F)cc1Cl
 : 6.7	-1.4	8.6	-3.2	-1.8	-2.4	i	10.7	1.0
- COc1cccc(N=Cc2c(O)c3ccccc3oc2=O)c1
 : 0.1	0.7	-4.4	-0.9	-0.7	-5.3	i	-15.0	3.5
- CC(OC(=O)CCCN=C1NS(=O)(=O)c2ccccc21)C(=O)Nc1ccc(F)c(F)c1F (configuration not stated)
 : -2.2	-3.5	4.9	0.1	-1.6	7.5	i	-8.6	0.9
- COc1ccc(OCc2cccc(C(=O)Nn3cc([N+](=O)[O-])cn3)c2)cc1
 : -9.5	21.5	-3.6	-7.4	-3.1	4.5	i	5.0	0.7
- O=C(NCC1CCCO1)c1cc(S(=O)(=O)N2CCCCC2)ccc1Cl (configuration not stated)
 : 5.7	-7.5	-14.1	-9.7	-1.2	1.8	i	-3.0	-0.2
- CCc1cccc(NC(=O)COC(=O)CSc2ccc(C)cc2)c1
 : 5.4	-5.3	7.9	-6.2	-3.8	2.5	i	7.3	-0.6
- COC(=O)[C@@]1(Sc2ccc(C)cc2)CC(=O)N(C(=O)C2CC2)[C@@H]1c1ccccc1
 : -0.2	14.0	-14.8	-3.9	.	0.7	i	-4.2	0.3

3 of the entries above in order of the Rin1 Abl inh value, lowest first.
Structure	Rin1 Abl inh
CCc1cccc(NC(=O)COC(=O)CSc2ccc(C)cc2)c1	-3.8
CC(OC(=O)CCCN=C1NS(=O)(=O)c2ccccc21)C(=O)Nc1ccc(F)c(F)c1F (configuration not stated)	-1.6
COc1cccc(/C=C(\C#N)C(=O)NC2CCS(=O)(=O)C2)c1 (configuration not stated)	0.1

(cont.)
Values run as follows: E coli Lon inh	FAS-TE inh	SKN-1 inh	bovine MsrA act	Rin1 Abl inh	MT1-MMP act inh	Neddylation inh	NRP1-CendR mod	MsrA inh
- O=C(NC(Cc1ccccc1)C(=O)N1CCCC1C(=O)O)c1ccccc1 (configuration not stated)
 : -1.2	-7.2	-21.2	1.9	-2.9	2.6	i	1.5	0.0
- COc1ccc([N+](=O)[O-])cc1NC(=O)COC(=O)/C=C/c1ccco1
 : 7.5	71.2*	-5.1	-3.8	-3.8	0.8	i	-8.2	2.8
- c1ccc(C2CSc3ccccc3N2)cc1 (configuration not stated)
 : 12.8	11.7	-3.9	-5.0	4.9	-0.9	i	-1.2	0.8
- Cc1ccc(S(=O)(=O)N2[C@@H](c3ccc(Cl)cc3)C(C(=O)O)=C[C@H]2CC2CCCC2)cc1
 : -1.9	16.8	0.4	-8.1	-2.0	8.3	i	-18.4	1.0
- CCC(C)[C@H](NC(=O)NCc1ccc(F)cc1)C(=O)O (some centres not stated)
 : -7.2	-6.6	2.2	-1.6	-1.9	1.6	i	-2.6	-0.5
- CC(=O)c1c(C(C)=O)c(C)n(-c2nc(-c3ccc(Br)cc3)c(C)s2)c1C
 : -6.8	16.7	-5.8	-8.3	-3.4	0.9	i	10.5	0.2
- CCCC(=O)Nc1nc2ccc(C(=O)OCC)cc2s1
 : -12.5	-3.0	10.2	-0.5	0.8	2.2	i	3.0	-0.6
- CCOc1ccc2c(=O)c(-c3ccc4c(c3)OCCCO4)c(C)oc2c1
 : -8.0	13.6	-3.2	-3.4	-2.6	3.5	i	-15.7	1.1
- CC1Cc2ccccc2N1C(=O)Cn1nc(C(=O)O)c2ccccc2c1=O (configuration not stated)
 : -5.1	-0.9	11.4	-0.5	0.6	2.8	i	-9.7	0.1
- COc1ccc(-c2nn(-c3ccccc3)cc2/C=N/N2C(=O)CSC2=S)cc1
 : 0.8	16.2	2.3	-2.4	-2.0	-5.2	i	-50.3	0.0
- Cc1cccc(NC(=O)COC(=O)c2ccc(S(=O)(=O)N3CCCCCC3)cc2)c1
 : 3.0	-0.6	5.2	-1.7	0.6	0.0	i	4.0	0.1
- CC(NS(=O)(=O)c1ccc(Br)cc1)C(=O)NCc1ccco1 (configuration not stated)
 : 0.6	-0.6	-6.5	-13.4	3.3	-0.5	i	8.0	-1.1
- CC1=C(C(=O)N(C)C)CC(CC(=O)NC(c2ccccc2)c2ccccc2)C(=O)N1CCCN1CCCC1=O (configuration not stated)
 : -6.5	-2.9	0.6	-7.7	-0.1	3.1	i	2.1	0.9
- Cc1ccc2[nH]cc(C(=O)CN3CCN(c4ccccn4)CC3)c2c1
 : -1.3	-9.0	-13.2	-6.9	0.5	-3.9	i	-12.5	0.8
- CC12C=CC(=O)C=C1C(F)CC1C3CCC(O)(C(=O)CO)C3(C)CC(O)C12F (configuration not stated)
 : -0.2	-4.5	-6.9	-3.1	-0.2	-3.7	i	7.5	-1.6
- COC(=O)c1cn(N(C)c2ncc(C(F)(F)F)cc2Cl)c(=O)c2ccccc12
 : -0.4	15.5	-1.2	-5.6	1.3	-1.8	i	19.6	0.5
- Cc1cccc(CN2CCC(n3nccc3NC(=O)CCCc3ccccc3)CC2)c1
 : -3.6	-0.5	-1.7	3.1	0.4	2.2	i	-7.2	-0.9
- C=CCn1c(CCc2ccccc2)nnc1SCC(=O)OC
 : -7.5	-2.3	-0.5	-7.1	-1.2	3.1	i	-0.7	-0.7
- COc1ccc(-c2csc3ncnc(N4CCN(c5cccc(C)c5C)CC4)c23)cc1
 : -1.2	20.7	5.8	-5.5	0.7	-7.9	i	-19.5	-0.3
- Cc1cccc(NC(=O)CSc2nnc(CNC(=O)c3ccco3)n2C)c1C
 : 6.4	-5.7	11.8	2.5	0.3	2.8	i	1.0	1.0

Individual results from the list:
CCc1cccc(NC(=O)COC(=O)CSc2ccc(C)cc2)c1 | MsrA inh: -0.6
COc1ccc([N+](=O)[O-])cc1NC(=O)COC(=O)/C=C/c1ccco1 | MsrA inh: 2.8

Next compounds follow.
Values run as follows: E coli Lon inh	FAS-TE inh	SKN-1 inh	bovine MsrA act	Rin1 Abl inh	MT1-MMP act inh	Neddylation inh	NRP1-CendR mod	MsrA inh
- FC(F)(F)c1nnc(N2CCN(c3ccc(Cl)cc3)CC2)s1
 : 9.5	-1.2	-11.7	-6.0	-2.1	0.8	i	8.2	-0.4
- Cc1cc(C)nc(NS(=O)(=O)c2ccc(NC(=O)c3cc(=O)c4ccccc4o3)cc2)n1
 : 3.7	-7.4	-0.7	-3.4	-1.5	-3.5	i	3.8	2.6
- O=C(O)COc1ccc(/C=N/NC(=O)/C(=C/C=C/c2ccccc2)NC(=O)c2ccccc2)cc1
 : 1.8	2.8	4.6	-11.1	-0.3	-0.3	i	-4.6	8.4*
- Cc1cccc(-c2cccc(NC(=O)C3CCCN(Cc4cccnc4)C3)c2)c1 (configuration not stated)
 : 2.6	2.1	-9.1	-10.4	0.5	.	i	0.0	0.3
- Cc1n[nH]c(=O)c2c(NC(=O)COC(=O)c3ncc(Cl)c(Cl)c3Cl)oc(C)c12
 : 9.1	-3.9	-6.2	-0.8	0.3	0.1	i	4.1	2.2
- O=C(Cc1ccccc1)Nc1ccc(C(=O)NCC2COc3ccccc3O2)cc1 (configuration not stated)
 : 13.1	2.6	10.2	-4.8	-0.6	5.5	i	11.6	0.8
- CC(OC(=O)C(C)Oc1ccccc1)C(=O)Nc1ccc(S(=O)(=O)N2CCCCC2)cc1 (configuration not stated)
 : 9.5	19.0	-19.7	-6.0	3.5	1.5	i	8.0	0.9
- C=CCn1c(SCC(=O)NCCOC)nnc1-c1cc2c(s1)CCC(CC)C2 (configuration not stated)
 : -7.9	-5.7	8.6	-3.8	0.5	-0.1	i	1.6	0.4
- CCCCN(C(=O)C1=CC=CN2CCS(=O)(=O)N=C12)c1ccccc1
 : 2.2	-8.4	-1.3	-14.3	1.9	7.0	i	6.3	1.8
- CN(C(=O)C(=O)c1cn(CC(=O)N2CCCC2)c2ccccc12)C1CCCCC1
 : 39.1*	-2.9	14.3	-9.4	0.8	-1.8	i	4.8	1.1
- CCC(=O)Nc1ccc(C(=O)COC(=O)c2sc(C)nc2C)cc1
 : -0.6	-2.9	3.5	-3.5	-2.2	7.4	i	2.1	-1.0
- COc1ccc(S(=O)(=O)N2CCN(Cc3cc4c(cc3Br)OCCO4)CC2)cc1
 : 2.8	28.1	-4.5	-4.5	4.4	1.5	i	0.4	-0.3
- COc1ccc(-n2nnc3c(SCC(=O)OCc4ccccc4)ncnc32)cc1
 : -6.6	-136.6	-6.0	-1.1	0.6	0.7	i	9.1	1.1
- CCOC(=O)c1c(C)n(C)c2ccc(OCC(O)CN3CCN(C)CC3)cc12 (configuration not stated)
 : 0.3	-6.6	-11.6	-2.1	-1.2	-1.8	i	2.8	0.3
- CCN(c1ccc(C)c(C)c1)S(=O)(=O)c1c(C)[nH]c(=O)[nH]c1=O
 : 0.0	-7.6	10.2	-0.1	-0.2	1.3	i	-14.8	-0.6
- O=c1c2ccccc2[nH]c(=S)n1CCN1CCCCC1
 : -6.2	-2.7	10.7	-2.5	-3.1	-1.6	i	-1.5	1.8
- COc1cnc(SCc2ccc(Cl)cc2)nc1Cl
 : -2.1	24.1	27.1	-3.1	-0.3	-3.2	i	3.5	-0.1
- Cc1ccc(C(c2nnnn2CS(=O)(=O)c2ccc(C)cc2)N2CCC(C)CC2)cc1 (configuration not stated)
 : -9.8	26.0	14.2	-2.8	-1.1	-8.7	i	9.7	0.0
- C[N+](C)(C)C[C@H](O)CC(=O)[O-]
 : 0.8	-2.5	6.8	0.7	-1.6	-0.5	i	5.1	1.1
- CCOC(=O)N1CCC(NC(=O)C(CC(C)C)NC(=O)C2CCC(C)CC2)CC1 (configuration not stated)
 : -2.4	-5.1	-12.2	-1.4	-2.8	15.5	i	5.8	-0.3
- CCCC(=O)N1CCOCC1c1cc(C(=O)Nc2ccccc2)no1 (configuration not stated)
 : 2.8	-1.8	1.8	-0.9	-4.8	0.3	i	-21.7	-2.4
- Cc1ccc(CNC(=O)CCCc2cn(C)c3ccccc23)cc1
 : 2.4	8.8	13.6	-2.1	1.2	-0.6	i	-6.5	1.1
- COc1ccc(CN2CCC(C(=O)NC(C)c3cccc4ccccc34)CC2)cc1 (configuration not stated)
 : -9.8	-8.5	2.1	-5.5	-2.2	7.6	i	-1.3	.
- Cc1ccc(N)cc1O
 : 7.8	0.5	-2.6	-0.6	-8.6	2.0	i	4.2	0.5
- O=S(=O)(c1ccc(SCCO)nc1)N1CCOCC1
 : -7.7	-8.6	-5.5	-1.7	-1.3	-0.5	i	11.1	-0.7
- Cc1ccccc1OC(C)C(=O)Nc1ccc2c(c1)OCO2 (configuration not stated)
 : -12.9	-1.5	3.0	-3.2	-3.5	3.0	i	18.3	0.4
- COc1cccc(/C=C/C(=O)Nc2ccc(C(=O)Nc3cccc(S(N)(=O)=O)c3)cc2)c1OC
 : 3.4	0.7	3.2	-2.1	-2.9	23.3	.	-5.4	3.3
- CCCNC(=S)NNC(=O)c1cc(-c2cccnc2)nc2ccccc12
 : -14.1	0.6	-4.4	-13.4	3.6	.	i	5.5	0.7
- Nc1[nH]nc2nc3ccccc3cc12
 : -10.3	-1.9	7.3	-5.0	-6.7	-5.2	i	-8.3	0.6
- Cc1ccccc1C(=O)NCc1nnc(SCC(=O)N2c3ccccc3Sc3ccccc32)n1C
 : -6.0	-17.2	-4.5	-2.7	0.2	11.9	i	1.3	0.5
- CC(/C=C/c1ccco1)=N/NC(=O)C1COc2ccccc2O1 (configuration not stated)
 : -10.6	-2.7	3.3	-3.8	-1.0	-0.4	i	-12.0	-0.3

This is a random part of the collection. About 4.2% of those tested had a hit in this group.
